# CCT chaperon mod: changes cytosolic chaperonin activity | purified chaperonin ATPase assay, HTRF ADP detection, 30 min | 360,000 compounds, 0.3% hits | activity change, % (test concentration not listed), hits read low; in the data active means activity change below about -30%; further: on the % scale 0 is the no-effect control and ±100 the full control effect
#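 Enzyme 40 or 20 nM (batch-dependent) in Tris pH 7.4/KCl/MgCl2/DTT; cpd 76 uM single point; ATP 10 uM; 30 min 37 °C; Transcreener ADP HTRF detection, 30 min RT; ratio 665/615.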
# EPAC1 ag: activates human EPAC1 exchange factor; O95398; EPAC1 agonist qHTS, biochemical assay; response scale: 100% = response to 6.5 mM cAMP; Potency, µM (highest dose often 154 µM), for inactives: at the highest dose activation, actives largely listed as activators; 360,000 compounds, 0.073% hits; further: potency means the concentration at half of the fitted maximal effect; nearly all actives have a fitted effect of over 60% in size
#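 Nucleotide exchange by EPAC1 (100 nM) on Rap1B–BODIPY-GDP (250 nM) in the presence of 50 uM GDP is tracked fluorescently at 480/540 nm over 30 min. Signals are normalized to a 6.5 mM cAMP control.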
# EPAC2 ag: agonists of human EPAC2 (RAPGEF4); Potency, µM (top dose mostly 154 µM), for the others: at the top dose activation, usual class: activators; Q8WZA2; EPAC2 activation, biochemical qHTS; response scale: 100% = 6.5 mM cAMP response; 360,000 compounds, 0.079% hits; further: potency means the concentration at half of the fitted maximal effect; nearly all actives have a fitted effect of over 50% in size
#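 Nucleotide exchange monitored as fluorescence drop when BODIPY-GDP leaves Rap1B. Reaction: 100 nM EPAC2, 250 nM RAP1B-BODIPY-GDP, 50 uM GDP, room temperature, kinetic read over 30 min. Activity expressed relative to 6.5 mM cAMP.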
# WRN helicase inh: inhibitors of human WRN helicase; Q14191; WRN helicase unwinding, fluorescent forked duplex, kinetic; Potency, µM (series often up to 114 µM), inactives show at the top dose activity change, negative = inhibition, actives largely listed as inhibitors; 360,000 compounds, 0.46% hits; AID 651768; further: potency means the concentration at half of the fitted maximal effect; on the % scale 0 is the no-effect control and ±100 the full control effect; nearly all actives have a fitted effect of over 55% in size
# Target sequence (Q14191 whole entry, looked up): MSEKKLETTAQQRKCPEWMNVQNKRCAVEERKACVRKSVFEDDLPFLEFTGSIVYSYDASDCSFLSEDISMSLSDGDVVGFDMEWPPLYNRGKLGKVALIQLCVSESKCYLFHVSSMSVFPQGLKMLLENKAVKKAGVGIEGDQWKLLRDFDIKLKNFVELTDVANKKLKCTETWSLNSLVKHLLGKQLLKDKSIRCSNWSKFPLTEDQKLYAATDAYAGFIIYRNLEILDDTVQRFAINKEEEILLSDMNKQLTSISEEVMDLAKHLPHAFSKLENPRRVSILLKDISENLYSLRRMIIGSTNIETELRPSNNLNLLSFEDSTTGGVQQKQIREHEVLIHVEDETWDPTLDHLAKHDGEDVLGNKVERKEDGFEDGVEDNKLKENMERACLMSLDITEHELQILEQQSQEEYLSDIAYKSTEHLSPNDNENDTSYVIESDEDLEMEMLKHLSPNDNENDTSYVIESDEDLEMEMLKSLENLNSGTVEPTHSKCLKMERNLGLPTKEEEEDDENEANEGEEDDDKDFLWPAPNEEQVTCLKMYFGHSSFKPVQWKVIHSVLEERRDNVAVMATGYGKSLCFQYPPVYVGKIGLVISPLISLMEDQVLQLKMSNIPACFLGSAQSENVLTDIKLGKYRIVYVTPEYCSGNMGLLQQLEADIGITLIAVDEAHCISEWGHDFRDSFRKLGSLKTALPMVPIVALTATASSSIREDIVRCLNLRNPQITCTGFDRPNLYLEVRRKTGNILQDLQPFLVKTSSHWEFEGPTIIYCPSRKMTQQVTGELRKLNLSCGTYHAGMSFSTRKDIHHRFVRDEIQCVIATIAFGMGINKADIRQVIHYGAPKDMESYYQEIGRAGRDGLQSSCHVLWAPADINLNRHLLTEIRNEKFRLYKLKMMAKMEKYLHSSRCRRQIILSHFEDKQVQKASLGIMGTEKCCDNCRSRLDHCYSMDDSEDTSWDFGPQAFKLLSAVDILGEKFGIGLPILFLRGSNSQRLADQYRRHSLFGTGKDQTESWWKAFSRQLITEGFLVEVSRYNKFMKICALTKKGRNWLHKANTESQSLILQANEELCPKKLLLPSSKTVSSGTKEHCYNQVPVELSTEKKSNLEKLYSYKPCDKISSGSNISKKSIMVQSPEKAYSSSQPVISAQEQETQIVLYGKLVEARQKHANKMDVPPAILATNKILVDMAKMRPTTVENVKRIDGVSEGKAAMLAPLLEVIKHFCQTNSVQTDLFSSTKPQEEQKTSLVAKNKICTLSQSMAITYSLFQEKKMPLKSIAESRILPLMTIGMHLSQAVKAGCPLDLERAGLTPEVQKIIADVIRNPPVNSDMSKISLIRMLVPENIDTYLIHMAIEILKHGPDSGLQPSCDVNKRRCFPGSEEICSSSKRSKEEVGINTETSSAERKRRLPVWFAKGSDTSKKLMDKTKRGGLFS
#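 WRN at 20 nM final preincubated with compound 15 min at room temperature; reaction started with 100 nM fluorophore/quencher forked duplex oligonucleotide and 2 mM ATP final. Unwinding followed kinetically by red fluorescence (ex 525, em 598 nm).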
# PI5P4K alpha inh: blocks human PI5P4K alpha kinase activity. max response, %. 330,000 compounds, 1.2% hits. AID 652105. PI5P4Kalpha enzyme, ADP-Glo luminescence, 60 min; stronger effect = lower value; active means max response of -50% or lower; inconclusive means between -30% and -50%; inactive means -30% or higher; further: value at the top dose of about 77 µM; on the % scale 0 is the no-effect control and ±100 the full control effect
#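 Compounds were pin-transferred onto PI5P4Kalpha and substrate in HEPES pH 7.4 buffer with EGTA, CHAPS and 5% DMSO. ATP (5 microM final) started the reaction, which ran 60 minutes at room temperature before ADP-Glo detection.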
# EPAC1 antag: antagonists of human EPAC1; O95398; EPAC1 GEF assay, Rap1b-BODIPY-GDP exchange fluorescence; Potency, µM (top dose mostly 115 µM), inactives show at the top dose activity change, negative = inhibition, most hits filed as inhibitors; 360,000 compounds, 0.14% hits;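 further: potency means the concentration at half of the fitted maximal effect; plate controls were vehicle for no effect and positive control for full effect; nearly all actives have a fitted effect of over 50% in size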
# PLK1 PBD inh: PLK1 (human) polo-box domain binding inhibition; 360,000 compounds, 2.8% hits; P53350; AID 720504; Plk1 PBD binding of FITC phosphopeptide, fluorescence polarization; Potency, µM, for inactives: max response, negative = inhibition, hits mostly inhibitors; further: potency means the concentration at half of the fitted maximal effect; series mostly up to about 57 µM; on the % scale 0 is the no-effect control and ±100 the full control effect; nearly all actives have a fitted effect of over 65% in size
# IL2 activator: activators of IL-2 | AID 652025 | IL-2 activation reporter assay, cell-based qHTS; stimulated with anti-CD3/CD4/CD28 beads; in transgenic mouse T cells | 360,000 compounds, 0.065% hits | activation, % (series mostly up to about 46 µM); in the data active means activation above about 50%; inconclusive means mostly about 30% to 49%; further: 0% is about no effect
#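 Screening format: compound pinned onto unstimulated transgenic mouse T cells, 60 min incubation, then anti-CD3/anti-CD4/anti-CD28 bead stimulation for 18 hours at 37 degrees C, followed by EGFP and DsRed detection.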
# The depositor's hits bear a star; ? = inconclusive; . = no result given; & = joins results of further samples; [ ] = remark or other dose. Unless noted, the call rests on the fitted dose curve; in most records, active means well fitted curve in the direction sought with a large enough effect; inconclusive means small, poorly fitted or top-dose-only effect, or another doubt; inactive means no such curve, though single readings can be large; an effect the other way counts as inactive or inconclusive. Not all compounds are listed; the hit share may differ from the screen's.
SMILES,CCT chaperon mod,EPAC1 ag,EPAC2 ag,WRN helicase inh,PI5P4K alpha inh,EPAC1 antag,PLK1 PBD inh,IL2 activator
CS(=O)(=O)N1CCc2cc(-c3csc(NCC4CCCO4)n3)ccc21 (stereo not drawn),5.3,5%,6%,-13%,.,1%,?,1.2
CCOc1ccc(NC(=O)N2CCC(NC(=O)C(Cc3cccc(F)c3)NC(C)=O)CC2)cc1 (stereo not drawn),0.1,13%,-4%,0%,12,-26%,2%,0.8
Fc1ccc(Br)cc1C1C=C(c2ccc(Br)cc2)Nc2ncnn21 (stereo not drawn),-2.2,12%,10%,-8%,.,-15%,-21%,0.7
Cc1cccc(NC(=O)c2cccc(NC(=O)c3ccco3)c2)c1C,-1.3,6%,5%,7%,-6,15%,-5%,-0.1
COc1ccc(-c2csc(NC(=O)c3ccccc3C(=O)O)n2)cc1,-4.4,7%,-3%,1%,1,-20%,-8%,-0.3
O=C(Cn1cc2c(n1)CCCC2)Nc1ccccc1Cl,-0.8,-1%,8%,-2%,4,-16%,24µM*,-1.6
Cc1nnc(NC(=O)c2ccccc2-c2ccccc2C(=O)O)s1,0.2,6%,-2%,-6%,7,-12%,-9%,0.4
CCCCN(C)CCNC(=O)CCn1nc(-c2ccc(Cl)cc2)ccc1=O,-2.5,1%,8%,-7%,8,-4%,-2%,0.6
NC(=N\N=Cc1ccccc1)/C(N)=N/N=Cc1ccccc1,-0.2,12%,5%,-22%,5,1%,-3%,-0.5
COc1ccc(C(=O)c2sc(NC(C)C)nc2N)cc1OC,-1.0,6%,14%,-7%,2,5%,-3%,-0.1
COC(=O)N(C)C[C@@H]1OCc2cnnn2CCCC(=O)N([C@@H](C)CO)C[C@@H]1C,-2.8,-16%,14%,7%,-7,-22%,-20%,-4.2
COc1ccccc1NC(=O)Cc1nnc(SCC(=O)NC2CCCCC2)n1C,0.7,12%,6%,6%,-2,13%,-6%,23

# Entries of single compounds, looked up by structure.
# O=C(Cn1cc2c(n1)CCCC2)Nc1ccccc1Cl reads CCT chaperon mod = -0.8; EPAC1 ag = -1%; EPAC2 ag = 8%; WRN helicase inh = -2%; PI5P4K alpha inh = 4; EPAC1 antag = -16%; PLK1 PBD inh = 24µM*; IL2 activator = -1.6
# CS(=O)(=O)N1CCc2cc(-c3csc(NCC4CCCO4)n3)ccc21 (stereo not drawn) reads CCT chaperon mod = 5.3; EPAC1 ag = 5%; EPAC2 ag = 6%; WRN helicase inh = -13%; PI5P4K alpha inh = .; EPAC1 antag = 1%; PLK1 PBD inh = ?; IL2 activator = 1.2
# CCCCN(C)CCNC(=O)CCn1nc(-c2ccc(Cl)cc2)ccc1=O reads CCT chaperon mod = -2.5; EPAC1 ag = 1%; EPAC2 ag = 8%; WRN helicase inh = -7%; PI5P4K alpha inh = 8; EPAC1 antag = -4%; PLK1 PBD inh = -2%; IL2 activator = 0.6

# Further entries:
SMILES,CCT chaperon mod,EPAC1 ag,EPAC2 ag,WRN helicase inh,PI5P4K alpha inh,EPAC1 antag,PLK1 PBD inh,IL2 activator
O=C(CSc1nc2ncccc2[nH]1)NCc1ccccc1,0.1,11%,3%,-9%,.,5%,-3%,-1.3
C=CCC1(CC=C)CCCN1C(=O)CC1C(=O)NCCN1Cc1ccc(OC)c(OC)c1 (stereo not drawn),-4.9,-8%,-5%,4%,1,-26%,-4%,-3.6
C/C(=N\Nc1ccc(C#N)cc1[N+](=O)[O-])c1ccc(O)cc1,1.2,10%,10%,-8%,4,3%,-7%,-1.6
CCOC(=O)c1cc2c(=O)n3cccc(C)c3nc2n(Cc2ccco2)c1=NC(=O)c1ccccc1,-0.2&-3.7,-3%&-7%,-4%&-20%,?,1&-14,-19%&-3%,-7%&-12%,-4.5&-2.1
COc1ccc(NC(=O)CN2C(=O)NC3(CCCCCCC3)C2=O)cc1,-5.5,9%,7%,-28%,-2,-7%,-8%,-0.1
O=C(CNC(=O)c1ccc(OC(F)F)cc1)NCC1CCCO1 (stereo not drawn),-3.4,-1%,-3%,-1%,10,-16%,1%,4.9
N[C@@H](Cc1ccccc1)c1nnc(SC/C=C/c2ccccc2)o1,-0.3,7%,7%,-10%,3,-1%,-6%,-0.3
CCOC(=O)c1[nH]c(=S)[nH]c1C,0.9,-11%,3%,2%,-2,-22%,?,-0.1
COc1ccc2[nH]c3c(=O)n(Cc4ccco4)cnc3c2c1,-1.0,-4%,10%,-4%,-13,5%,-5%,0.1
CCC1CCCCN1C(=O)CSc1n[nH]c(N)n1 (stereo not drawn),-0.5,0%,-1%,11%,0,7%,-1%,0.2
CCOC(=O)[C@]12CCC=C1N(Cc1cccc3ccccc13)C(=O)[C@H](CC(=O)NCc1cccc3ccccc13)C2,-0.8,1%,18%,-4%,20,6%,-8%,-0.4
O=C(NN1CCOCC1)c1cn(-c2ccccc2)nc1-c1cccs1,-0.4,2%,0%,-2%,8,-11%,24µM*,-2.7
Cc1cccc(C(=O)OCC(=O)N(C)CC(=O)Nc2ccc(Cl)c(C(F)(F)F)c2)c1,-1.0,8%,6%,-9%,21,-25%,-11%,6.3
O=C(/C=C/c1ccc(O)c(O)c1)OCCc1ccccc1,0.1,-4%,5%,-21%,4,-4%,3%,0.0
COc1ccc(NS(=O)(=O)c2c(C)cc(C)cc2C)cc1,1.1,-2%,19%,-8%,3,-7%,-9%,-1.4
Cc1nc(N2CCN(Cc3nc4ccccc4[nH]3)CC2)c2oc3ccccc3c2n1,-0.7,0%,3%,-7%,-1,-19%,1%,-0.5
CC1(C)CC(=O)C2=C(C1)OC(N)=C(C#N)C2c1cn(-c2ccccc2)nc1-c1ccc(F)cc1 (stereo not drawn),-1.4,5%,10%,-9%,0,-23%,-19%,-0.7
Cc1ccc(C#N)c(SCCN2CCCCC2)n1,2.1,5%,13%,1%,0,12%,-8%,0.7
CCNc1nc(NCc2ccccc2)nc(SCC(=O)Nc2ccccc2)n1,-0.7,2%,5%,-2%,-11,-7%,-10%,-3.1
N=c1c(C(=O)NCCN2CCOCC2)cc2c(=O)n3ccccc3nc2n1CCCN1CCOCC1,1.1,7%,-7%,4%,4,?,-3%,-1.7
CCOc1ccccc1NC(=O)Cn1nc(-c2ccco2)ccc1=O,-3.0,13%,5%,-7%,?,-7%,-25%,0.7
O=C1CCc2cc(S(=O)(=O)N3CCCC3C(=O)N3CCN(c4ccccc4)CC3)ccc2N1 (stereo not drawn),0.1,-11%,6%,5%,3,10%,0%,1.4
Cc1ccc(CN2CC(C(=O)Nc3cc(C)ccn3)CC2=O)cc1 (stereo not drawn),-1.2,6%,10%,-12%,2,5%,-3%,-0.7
Cc1cc(C(=O)CCC(=O)NCC2COc3ccccc3O2)c(C)s1 (stereo not drawn),-1.1,-6%,2%,0%,-18,-1%,-2%,-3.0
CC1(c2ccccc2)NC(=O)N(CC(=O)Nc2ccccc2C(=O)N2CCCCC2)C1=O (stereo not drawn),-0.2,-39%,3%,-10%,-1,7%,-1%,5.1
COc1ccccc1N(CC(=O)Nc1c(C)cccc1C)S(C)(=O)=O,-0.7,5%,12%,-5%,.,8%,-1%,0.1
FC(F)Sc1ccc(NC(=S)NCc2ccccc2)cc1,-0.9,2%,4%,-10%[57.1 µM],0,-27%,-5%,-3.0
O=C(O)CC1C(=O)OCN1C(=O)OCc1ccccc1 (stereo not drawn),-1.8,8%,11%,-7%,.,-4%,-5%,-0.3
COc1ccc(C2=Nn3c(nnc3-c3ccccn3)SC2)cc1OC,-2.4,-2%,-1%,-15%,-5,1%,-4%,-1.8
COc1ccc(C2c3[nH]c4ccccc4c3C[C@H]3C(=O)N(c4ccccc4C(=O)N4CCC[C@@H]4C(=O)O)C(=O)N23)cc1 (stereo partly drawn),1.0,-29%,3%,3%,1,-2%,-8%,0.0
CC(SCC(=O)Nc1ccccc1)c1nc2ccccc2c(=O)[nH]1 (stereo not drawn),2.7,1%,2%,-23%,7,1%,-3%,-2.4
Cn1c(NCc2ccccc2)nc2cc(-c3cccc(C(F)(F)F)c3)sc2c1=O,0.5,0%,-9%,2%,23,2%,0%,0.0
O=C(c1ccc(C(F)(F)F)cc1)C1CCCN(C(=O)Cn2cncn2)C1 (stereo not drawn),0.1,2%,9%,-22%,5,8%,-1%,-4.2
CC1CCCCC1NC(=O)CSCC(=O)O (stereo not drawn),0.8,-6%,3%,6%,2,11%,-5%,0.4
Oc1ccc(Br)cc1-c1cc(-c2ccccc2Cl)[nH]n1,-3.8,10%,14%,-2%,9,-21%,24µM*,-3.6
O=C(NCCN1CCCCC1)c1ccc(F)cc1Cl,-2.6,13%,12%,1%,-1,2%,-10%,0.4
Cc1ccc(-c2csc(N/N=C/c3ccco3)n2)cc1,1.4,13%,22%,-11%,.,0%,-6%,3.8
NC(=S)Nc1ccc(C(F)(F)F)cc1Cl,-1.4,0%,15%,-2%,-2,3%,-4%,-2.4
O=C(NCc1csc(-c2cccs2)n1)c1cccc(Cl)c1,-1.8,3%,10%,-1%,5,?,-14%,3.6
CC1(Cc2ccccc2OC(F)(F)F)C(=O)Nc2ccc(-c3ccsc3)cc21 (stereo not drawn),-0.5,-14%,-13%,-8%,11,-16%,-6%,-0.7
O=C(Oc1cccc([N+](=O)[O-])c1)c1ccc2c(=O)n3c(nc2c1)CCC3,-0.4,0%,5%,-10%[11.6 µM],?,-8%,-25%,1.6
O=C(NNC(=O)c1ccc[nH]1)Nc1cc(Cl)cc(Cl)c1,-0.1,-4%,7%,2%,1,-11%,2%,-2.8
O=C(Nc1cccc(F)c1)C1CCN(C(=O)c2ccc(Cl)cc2)CC1,-0.1,-7%,2%,8%,-1,-8%,5%,-1.2
COC(=O)CCC(=O)NC(=S)Nc1ccc(S(=O)(=O)N2CCCC2)cc1,-1.0,-3%,7%,6%,-1,-23%,-3%,1.2
COc1ccc(-c2nnc(NC(=O)c3ccc4c(c3)OCCO4)o2)cc1,-2.7,7%,10%,-1%[57.1 µM],-2,10%,-9%,10
Cc1ccc(S(=O)(=O)n2cc(CO)c3ccccc32)cc1,-2.1,9%,5%,-2%,3,-23%,-8%,-0.2
Cc1noc(NS(=O)(=O)c2ccc(NS(=O)(=O)c3ccc(C(C)(C)C)cc3)cc2)c1C,-0.1,0%,-5%,7%,-11,-7%,-10%,-2.2
COc1ccc(OC)c(/C=C2\SC(=S)N(N3CCOCC3)C2=O)c1,-0.3,2%,26%,-2%,-8,12%,-15%,-0.5

# Source: PubChem
